Source: PubChem
GRP78 ERSR act: qHTS for Inducers of the Endoplasmic Reticulum Stress Response (ERSR) in Human Glioma: qHTS. U87-MG GRP78 promoter luciferase reporter, 16 h. Potency, µM, without a hit: at the highest dose activation, most hits filed as activators. hit rate 0.02% among 420,000; further: potency means the concentration at half of the fitted maximal effect; series mostly up to about 76 µM; % of control where 0% means no effect; nearly all actives have a fitted effect of over 35% in size
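ERSR induction read as luciferase luminescence (Bright-Glo, 10 min at room temperature) in stably transfected human U87-MG glioma cells exposed to compounds for 16 h, using GRP78 as sensor.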
LDHA inh: qHTS assay for inhibitors of human lactate dehydrogenase; L-lactate dehydrogenase A chain (Homo sapiens), P00338; purified LDHA, NADH/diaphorase-resazurin fluorescence; hits give low values; activity change, % (values are at about 110 or 230 µM); hit rate 0.15% among 480,000; AID 1347041, 2019; in the data active means activity change below about -30%; inconclusive means mostly about -25% to -30%;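 further: plate controls were DMSO wells for no effect and wells without enzyme for full effect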
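Enzyme activity of human lactate dehydrogenase 5 (2 nM; 0.06 mM NADH, 0.2 mM pyruvate, 5 min, RT) is measured via a resazurin/diaphorase fluorescence readout of residual NADH.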
D2 antag: HTS Assay for Allosteric Antagonists of the Human D2 Dopamine Receptor: Primary Screen for Antagonists. inhibition, % at 10 µM. hit rate 2% among 340,000. HEK293 TREx D2 cells, calcium flux, dopamine EC80; in the data active means inhibition above about 30%; further: 0% is about no effect
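Cells plated overnight at 30 C with tetracycline; no-wash calcium dye, 30–90 min RT; 10 s baseline; compound pinned; 180 s read; EC80 dopamine added; another 180 s read.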
RGS4 inh: Inhibitors of Regulator of G Protein Signaling (RGS) 4: qHTS; Potency, µM (highest dose often 114 µM), for inactives: at the top dose activity change, negative = inhibition, actives largely listed as inhibitors; hit rate 0.039% among 390,000; Regulator of G-protein signaling 4 (Homo sapiens), P49798; Transcreener GDP fluorescence polarization, RGS4-accelerated GTP hydrolysis; further: potency means the concentration at half of the fitted maximal effect; on the % scale 0 is the no-effect control and ±100 the full control effect; nearly all actives have a fitted effect of over 75% in size; some results filed as inactive show a strong effect at the top dose
Target sequence (P49798 whole entry, looked up): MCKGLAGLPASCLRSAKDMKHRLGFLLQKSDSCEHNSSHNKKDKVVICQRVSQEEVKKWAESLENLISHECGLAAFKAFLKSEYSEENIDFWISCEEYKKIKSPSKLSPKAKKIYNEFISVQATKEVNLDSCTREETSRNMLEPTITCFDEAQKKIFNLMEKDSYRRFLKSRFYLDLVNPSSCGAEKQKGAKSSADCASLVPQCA
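MLSMR compounds (23 nl, pin-transferred) preincubated 10 min at room temperature with a 500nM (2x) first reagent, then RGS4 at 900nM (2x) plus Transcreener GDP mix added; fluorescence polarization (620/688 nm) read before and after 90 min at 30 °C.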
Vif-APOBEC3G blk: qHTS for Inhibitors of Vif-A3G Interactions: qHTS; DNA dC->dU-editing enzyme APOBEC-3G (Homo sapiens), Q9HC16; HeLa A3G-eYFP + Vif (tagged APOBEC3G with the HIV-1 protein that degrades it), YFP fluorescence, overnight; Potency, µM (series often up to 46.1 µM), without a hit: at the highest dose activity, negative = active, most hits filed as inhibitors; hit rate 0.076% among 410,000;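 further: potency means the concentration at half of the fitted maximal effect; on the % scale 0 is the no-effect control and ±100 the full control effect; nearly all actives have a fitted effect of over 60% in size; hits raise eYFP signal because A3G escapes Vif-driven loss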
Target sequence (Q9HC16 whole entry, looked up): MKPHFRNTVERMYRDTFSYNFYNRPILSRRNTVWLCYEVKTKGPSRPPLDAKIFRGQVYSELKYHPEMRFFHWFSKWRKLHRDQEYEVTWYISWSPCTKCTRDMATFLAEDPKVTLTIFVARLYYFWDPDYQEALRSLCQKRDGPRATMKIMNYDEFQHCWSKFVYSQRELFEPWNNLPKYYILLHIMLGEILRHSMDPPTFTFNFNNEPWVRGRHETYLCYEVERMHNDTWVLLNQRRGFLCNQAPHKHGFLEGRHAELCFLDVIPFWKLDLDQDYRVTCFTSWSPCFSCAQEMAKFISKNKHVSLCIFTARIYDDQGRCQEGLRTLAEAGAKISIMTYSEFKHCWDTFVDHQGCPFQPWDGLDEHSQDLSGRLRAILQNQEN
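Read-out is eYFP fluorescence (Ex 488/Em 500-530) from Vif-expressing HeLa A3G-eYFP cells; more signal means A3G escaped Vif-mediated degradation. Cells plated overnight, compound pinned in, incubated overnight at 37 deg C.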
ERG Ets-DNA blk: qHTS for Small Molecule Inhibitors of the ERG Ets/DNA interaction. Transcriptional regulator ERG (Homo sapiens), P11308. AID 624246, 2012. fluorescence polarization, His-ERG Ets domain / labelled DNA. Potency, µM (doses to about 76.9 µM), for inactives: at the highest dose FP activity, negative = inhibition, most hits filed as inhibitors. hit rate 0.028% among 370,000; active means well fitted inhibition curve with a large enough effect in the polarisation, with a control signal flat; inconclusive means small, poorly fitted or top-dose-only effect, or effect the other way, or a change in a side signal; inactive means no such curve, though single readings can be large or run the other way; the % refers to the polarisation;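 further: polarization taken with two DNA probes labelled with fluorescein and Texas red; potency means the concentration at half of the fitted maximal effect; % of control where 0% means no effect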
Target sequence (P11308 whole entry, looked up, the tested form may be a part): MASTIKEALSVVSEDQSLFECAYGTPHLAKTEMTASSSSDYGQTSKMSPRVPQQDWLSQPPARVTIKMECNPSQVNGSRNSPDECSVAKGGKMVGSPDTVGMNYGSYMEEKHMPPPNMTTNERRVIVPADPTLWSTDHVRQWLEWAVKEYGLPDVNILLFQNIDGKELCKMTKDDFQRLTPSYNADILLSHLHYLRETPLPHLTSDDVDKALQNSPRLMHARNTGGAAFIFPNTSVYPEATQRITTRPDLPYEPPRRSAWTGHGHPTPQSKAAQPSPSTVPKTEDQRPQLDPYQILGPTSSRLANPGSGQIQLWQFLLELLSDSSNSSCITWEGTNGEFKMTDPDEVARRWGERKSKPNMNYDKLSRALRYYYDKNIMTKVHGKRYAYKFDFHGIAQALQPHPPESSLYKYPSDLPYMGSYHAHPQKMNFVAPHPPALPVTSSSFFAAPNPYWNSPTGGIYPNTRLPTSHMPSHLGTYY
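His-tagged ERG Ets domain (1 uM in the protein solution; 300mM KCl, 50mM Tris-HCl, 1mM EDTA, 1mM DTT, pH 7.5) received compound, then a probe mix of 5 nM fluorescein-DNA and 100nM Texas-615-DNA. Fluorescence polarization was read for both dyes.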
Vif-A3F inh: qHTS for Inhibitors of Vif-A3F Interactions: qHTS | HeLa A3F-eYFP + Vif (tagged APOBEC3F with the HIV-1 protein that degrades it), YFP fluorescence increase | hit rate 0.2% among 390,000 | AID 602313, 2012 | Potency, µM (series often up to 46.1 µM), without a hit: at the top dose activity, negative = active; further: potency means the concentration at half of the fitted maximal effect; % of control where 0% means no effect; nearly all actives have a fitted effect of over 65% in size
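HeLa cells stably expressing A3F-eYFP plus Vif, plated and incubated overnight at 37 deg C, then exposed to compounds overnight at 37 deg C. Blocked degradation read as raised yellow fluorescence (Ex 488/Em 500-530).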
ALOX12 inh: Primary qHTS assay for inhibitors of human arachidonate 12S-lipoxygenase (ALOX12): Round 2. Polyunsaturated fatty acid lipoxygenase ALOX12 (Homo sapiens), P18054. purified 12hLO, xylenol orange hydroperoxide absorbance. Potency, µM (series often up to 108 µM), inactives show at the highest dose activity change, negative = inhibition, actives largely listed as inhibitors. hit rate 1.1% among 580,000. AID 1671190, 2021; further: potency means the concentration at half of the fitted maximal effect; on the % scale 0 is the no-effect control and ±100 the full control effect
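Purified human 12hLO at 150 nM in 25 mM Hepes, 0.01% Triton X-100, pH 7.0, preincubated 15 min at room temperature with compound. Reaction started with 40 uM arachidonic acid, 30 min at room temperature. Hydroperoxide measured by Fe-xylenol orange, 573/405 nm absorbance ratio.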
D2 agonist: HTS Assay for Allosteric Agonists of the Human D2 Dopamine Receptor: Primary Screen for Agonists. hit rate 0.53% among 340,000. HEK293 T-REx D2 cells, calcium flux agonist mode. D(2) dopamine receptor (Homo sapiens), P14416. AID 485358, 2010. activation, % at 2 µM;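 active means activation over 3 SD above normal in the single-dose calcium agonist read, cut at about 30% in these data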; further: 0% is about no effect
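HEK293 Trex D2 cells, tetracycline-induced, o/n 30 C 5% CO2; no-wash Ca dye, RT 30–90 min; 10-cycle baseline, 23 nl cpd added, kinetic Ca read 180 s; agonist hits = positive Ca response.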
Numbers without * were called inactive; ? = inconclusive; · = not tested or not shown; & = joins results of further samples; [ ] = remark or other dose. Unless noted, the call rests on the fitted dose curve; in most records, active means well fitted curve in the direction sought with a large enough effect; inconclusive means small, poorly fitted or top-dose-only effect, or another doubt; inactive means no such curve, though single readings can be large; an effect the other way counts as inactive or inconclusive.

SMILES	GRP78 ERSR act	LDHA inh	D2 antag	RGS4 inh	Vif-APOBEC3G blk	ERG Ets-DNA blk	Vif-A3F inh	ALOX12 inh	D2 agonist
CC(=O)Nc1ccc(NC(=O)C(=O)c2cn(CC(=O)N3CCCCC3)c3ccccc23)cc1	-2%	-3	-1	0%	-4%	-5%	-21%	69%[activator]	-1.0
COc1ccccc1OCc1cc(C(=O)NCCN2CCCC(O)C2)no1 (configuration not stated)	-4%	1	-1	2%	2%	-5%	3%	?	0.2
O=C(COC(=O)c1cccnc1)c1ccc(Cl)cc1	-3%	-1	5	15%	0%	2%	-7%	-10%	-1.5
CC(Oc1ccc(Cl)cc1)C(=O)Nc1cccc(S(=O)(=O)N2CCCC2)c1 (configuration not stated)	-7%	-1	·	·	-2%	·	0%	12%	·
COc1ccc(-n2c(=O)c3c(c4cc(OC)ccc4n3C)n(CCC(C)C)c2=O)cc1	-1%	4	·	-20%	0%	6%	-10%	-6%	0.3
CCCCCCCCN1[C@@H](CC(=O)O)c2cc(F)ccc2S1(=O)=O	-3%&-4%	-5	·	7%	-7%&-1%	-2%	4%	-4%	·
O=C(O)c1cccc(N2CCCCS2(=O)=O)c1	-3%	-1	11	20%	-2%	-5%	4%	-6%	0.8
CCOc1ccc(Nc2ccc3nonc3c2[N+](=O)[O-])cc1	-5%	-3	1	10%	0%	-7%	11%	-5%	-0.9
O=S(=O)(c1ccccc1)N1CCNCC1	-3%	0	·	-8%	-4%	-5%	5%	0%	·
CCN(CC)CCCNC(=O)c1ccc(OCC(=O)Nc2ccccc2C(F)(F)F)c(OC)c1	-4%	-1	-19	13%	2%	-4%	10%	-20%	0.2
O=C(COc1ccccc1Cl)NCCCNC(=O)c1ccncc1	-3%	-2	20	-16%	3%	9%	2%	-15%	0.5
CCNc1nc(Cl)nc(N(NC(C)=O)C(C)C)n1	-3%	-4	-8	-18%	3%	-3%	13%	165%[activator]	0.1
CC(=O)c1cccc(N/C=C\C(=O)c2ccc(C)cc2)c1	-7%	-1	·	0%	-6%	-6%	-1%	-13%	·
COc1cccc(C(=O)NC(=S)N2CCN(c3ccc(C(F)(F)F)cc3[N+](=O)[O-])CC2)c1	-4%	-7	5	-8%	1%	1%	-3%	-21%	-0.2
COC(=O)CCC(=O)Nc1c(C)n(C)n(-c2ccccc2)c1=O	-2%	-3	-14	3%	-1%	-3%	13%	0%	-0.6
CC(NC(=O)CCCc1nnc2n(C)c(=O)c3sccc3n12)c1ccccc1 (configuration not stated)	-1%	-2	-1	-8%	2%	9%	0%	18%	-0.6
N#Cc1cnc(NN)nc1	-3%	-6	-2	23%	2%	-7%	5%	20%	2.0
COc1ccc(NC(=O)C(Cc2ccccc2)NS(=O)(=O)c2ccc(Br)s2)cc1OC (configuration not stated)	-3%	-2	·	1%	3%	10%	-4%	-18%	-0.2
CCOc1ccccc1-n1cnc(C#N)c1N	2%	0	-2	-2%	-10%	-3%	19%	0%	0.5
COc1ccc(NC(=O)C2CC3CCC2C3)c(OC)c1 (configuration not stated)	-2%	2	·	18%	0%	4%	0%	0%	·
COc1ccc(C(=O)N[C@H](C(=O)Nc2nc3ccccc3[nH]2)C(C)C)cc1	-8%	-8	4	3%	?	-3%	-12%	3%	-2.2
O=[N+]([O-])c1cccc(C(=Nc2cccc(Cl)c2)NO)c1	-6%	6	13	-18%	0%	-1%	-6%	-16%	-0.6
O=C(O)/C=C/c1cnc2ccccc2n1	-1%	-2	6	10%	4%	4%	2%	-26%	0.1
CCOC(=O)C1(Cc2ccccc2C(F)(F)F)CCN(C2CCC2)CC1	-2%	-3	32*	2%	2%	-1%	2%	-5%	-1.7
O=C1Cc2ccccc2C(c2ccc(Br)cc2)N1 (configuration not stated)	-3%	7	15	-6%	-4%	3%	-5%	25%	-0.6

Taken from above.
CCOc1ccccc1-n1cnc(C#N)c1N in ALOX12 inh → 0%
COC(=O)CCC(=O)Nc1c(C)n(C)n(-c2ccccc2)c1=O in D2 agonist → -0.6

Next structures follow:
SMILES	GRP78 ERSR act	LDHA inh	D2 antag	RGS4 inh	Vif-APOBEC3G blk	ERG Ets-DNA blk	Vif-A3F inh	ALOX12 inh	D2 agonist
Nc1ccccc1Sc1nc2ccccc2[nH]1	-9%	-5	2	?	-2%	-1%	?	?	-0.4
Cc1ccc(OCC(=O)NCCNC(=O)c2cnccn2)cc1C	-5%	0	-4	-21%	-2%	4%	12%	2%	-0.5
O=C(/C=C/c1ccc2c(c1)OCO2)c1ccc[nH]1	-4%	0	-17	18%	-3%	-4%	11%	-13%	2.2
CN1CCC(=O)N([C@H](CN=[N+]=[N-])Cc2ccccc2)CC1	-7%&-2%	-2	8	8%	-2%&-3%	-6%	6%	7%	-0.5
CCN1C(=O)[C@H]2[C@H]3CN=C(SCC(=O)c4ccccc4)N3[C@@](C)(C(=O)OC)[C@H]2C1=O	1%	-2	·	?	9%	-4%	-1%	?	·
CCC(=O)Nc1cccc(-c2csc(-c3ccccc3)n2)c1	-3%	2	38*	12%	1%	-1%	-12%	4%	-0.1
COc1cccc(OC)c1C(=O)NCCOc1cc(C)cc(C)c1	-3%	-3	7	-4%	-1%	7%	-7%	28%	-0.5
Clc1ccc2ncc(-c3nnnn3-c3ccccc3)c(-c3ccccc3)c2c1	-6%	-6	-21	7%	-10%	1%	·	-21%	1.1
Cc1noc(C)c1S(=O)(=O)N(C)C[C@H]1OCCCC[C@@H](C)Oc2ccc(NS(=O)(=O)c3cn(C)cn3)cc2C(=O)N([C@H](C)CO)C[C@@H]1C	0%	1	·	·	0%	·	8%	?	·
CNc1ccccc1C(=O)OCC(=O)N1CCc2ccccc2C1	0%	-4	·	·	-5%	·	1%	-6%	·
Cc1c(NC(=S)Nc2ccccc2C(F)(F)F)cccc1[N+](=O)[O-]	-6%	-7	-4	16%	-7%	19%	10%	-20%	-0.9
CC1CCN(c2nc3c(S(=O)(=O)c4ccccc4)nnn3c3ccc(Cl)cc23)CC1	1%	3	·	6%	-5%	-2%	3%	3%	0.5
CCOCCCNC(=S)N1CCC(NC(=O)c2ccco2)CC1	-2%	-3	-3	-37%	0%	-3%	-12%	-18%	-0.7
COC(C[C@@H]1O[C@@H]1[C@@H](O)[C@@H](C)OCc1ccccc1)OC	-1%	-13	-12	-1%	4%	-3%	2%	20%	0.1
CCOC(=O)c1c(C2CC2)csc1NC(=O)COC(=O)c1cc(OC)c(OC)cc1[N+](=O)[O-]	-4%	4	-5	12%	0%	0%	-23%	-6%	-4.6
Cc1cc(C)n2nc(SCc3ccccc3F)nc2n1	-2%	0	2	-3%	-3%	3%	11%	-53%	1.1
Cc1nc(-c2ccc(S(=O)(=O)Nc3cc(Cl)ccc3C)cc2)co1	-5%	0	·	-39%	-15%	0%	3%	-17%	0.7
CCOc1ccc(OCc2ccc(C(=O)NN)o2)cc1	1%	-10	11	8%	3%	1%	-4%	202%[activator]	-1.0
CCCNC(=O)C1(C)CCN(C(=O)c2ccc3snnc3c2)C1 (configuration not stated)	-2%	-1	·	·	0%	·	·	6%	·
COCCN1C(=O)C(=O)/C(=C(/O)c2ccc(S(=O)(=O)N3CCOCC3)cc2)C1c1cccc(OC)c1 (configuration not stated)	-5%	-3	-5	0%[56.9 µM]	1%	-2%	-6%	2%	1.0
CSc1nc(C)c2cc(C)oc2n1	-4%	-5	·	-45%	0%	-4%	-4%	0%	·
COc1cccc(CNC(=O)C2CCN(c3ncnc4c3nc3n4CCCCC3)CC2)c1	-7%&4%	-13&0	-5	12%&11%	2%&-2%	-6%&-2%	-6%&-1%	0%&0%	0.6&-0.1

Record cards, as listed above:
Results for COCCN1C(=O)C(=O)/C(=C(/O)c2ccc(S(=O)(=O)N3CCOCC3)cc2)C1c1cccc(OC)c1 (configuration not stated) → GRP78 ERSR act = -5%; LDHA inh = -3; D2 antag = -5; RGS4 inh = 0%[56.9 µM]; Vif-APOBEC3G blk = 1%; ERG Ets-DNA blk = -2%; Vif-A3F inh = -6%; ALOX12 inh = 2%; D2 agonist = 1.0
Results for CN1CCC(=O)N([C@H](CN=[N+]=[N-])Cc2ccccc2)CC1 → GRP78 ERSR act = -7%&-2%; LDHA inh = -2; D2 antag = 8; RGS4 inh = 8%; Vif-APOBEC3G blk = -2%&-3%; ERG Ets-DNA blk = -6%; Vif-A3F inh = 6%; ALOX12 inh = 7%; D2 agonist = -0.5

Not all compounds are listed; rates above refer to the full screens.
